FLuc inhib CS: counter-screen for luciferase assay inhibitors: firefly luciferase inhibition | P08659 | ATPLite firefly luciferase biochemical luminescence, 10 min | inhibition, % at 10 µM | 1.5% of 200,000 active;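 active = inhibition above about 50% when tested at 10 µM, limit read from the data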
Target sequence (P08659 whole entry, looked up): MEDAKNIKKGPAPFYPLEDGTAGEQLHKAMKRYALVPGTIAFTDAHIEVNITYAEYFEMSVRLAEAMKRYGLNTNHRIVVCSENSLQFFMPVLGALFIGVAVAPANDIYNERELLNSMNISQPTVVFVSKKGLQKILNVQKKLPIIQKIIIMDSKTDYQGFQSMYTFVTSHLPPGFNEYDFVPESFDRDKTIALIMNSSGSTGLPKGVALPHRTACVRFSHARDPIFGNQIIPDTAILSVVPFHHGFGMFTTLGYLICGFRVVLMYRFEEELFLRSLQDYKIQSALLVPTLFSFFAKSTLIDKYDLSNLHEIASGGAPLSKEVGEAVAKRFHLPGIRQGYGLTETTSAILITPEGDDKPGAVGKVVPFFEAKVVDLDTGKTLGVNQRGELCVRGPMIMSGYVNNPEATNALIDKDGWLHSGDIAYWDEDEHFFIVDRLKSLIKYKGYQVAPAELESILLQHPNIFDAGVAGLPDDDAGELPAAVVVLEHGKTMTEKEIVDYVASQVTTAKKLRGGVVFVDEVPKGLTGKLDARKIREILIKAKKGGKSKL
TNAP act hiacc: TNAP (human) activation, high acceptor | P05186 | purified TNAP, CDP-star luminescence, 1 M DEA, 30 min; stronger effect = higher value; 0 = EDTA background, 1 = DMSO-only activity | activation factor at 20 µM | 200,000 tested, under 10 active;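 active = activation factor at least 2 at 20 µM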
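Assay system: human TNAP; Input: enzyme diluted 1/800 final; Reagent: CDP-star luminogenic substrate at 100 µM final; Timing: 30 min, room temperature; Signal: luminescence; Evaluation: TNAP activation factor scaled between EDTA and DMSO control wells.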
TNAP inh hiacc: inhibitors of human TNAP at high phosphate acceptor concentration; 0.03% of 200,000 active; purified TNAP, CDP-star luminescence, 1 M DEA; inhibition, % at 20 µM; AID 1135;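 active = over 50% inhibition of tissue-nonspecific alkaline phosphatase at 20 µM in the single-dose screen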;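 note: plate controls were DMSO wells for no effect and EDTA-quenched wells as full inhibition for full effect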
bIAP act: intestinal alkaline phosphatase (bovine) activation; purified bovine IAP, CDP-star luminescence, 30 min; stronger effect = higher value; fold of DMSO-control signal, blank-subtracted; activation factor at 20 µM; 0.17% of 200,000 active;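 active = activation factor of 2 or more at 20 µM, a signal rise over negative controls twice the positive control's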
FLuc stim CS: firefly luciferase counter-screen for stimulation assays. activation factor at 10 µM. ATPlite luciferase biochemical, luminescence, 10 min; 0 = ATP-free wells, 1 = DMSO control. AID 1027. 200,000 tested, under 10 active. P08659;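 active = luciferase activation factor, scaled between plate controls, of at least 2 with compound at 10 µM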
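Assay system: Luciferase/luciferin detection reagent, cell-free biochemical luciferase assay / Also added: ATP substrate / Schedule: 10 min at ambient temperature / Measured by: luminescence measurement of luciferase light output / Benchmarks: low control with PBS replacing ATP, high control enzyme plus ATP without compound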
PMI act satM6P: increases human PMI activity with near-saturating mannose 6-phosphate; P34949; coupled PMI enzyme assay, resazurin fluorescence, 20 min; stronger effect = higher value; 1 = untreated enzyme, 0 = substrate-free blank; activation factor at 20 µM; 0.34% of 190,000 active;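 active = activation factor of 2 or more at 20 µM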
Target sequence (P34949 whole entry, looked up): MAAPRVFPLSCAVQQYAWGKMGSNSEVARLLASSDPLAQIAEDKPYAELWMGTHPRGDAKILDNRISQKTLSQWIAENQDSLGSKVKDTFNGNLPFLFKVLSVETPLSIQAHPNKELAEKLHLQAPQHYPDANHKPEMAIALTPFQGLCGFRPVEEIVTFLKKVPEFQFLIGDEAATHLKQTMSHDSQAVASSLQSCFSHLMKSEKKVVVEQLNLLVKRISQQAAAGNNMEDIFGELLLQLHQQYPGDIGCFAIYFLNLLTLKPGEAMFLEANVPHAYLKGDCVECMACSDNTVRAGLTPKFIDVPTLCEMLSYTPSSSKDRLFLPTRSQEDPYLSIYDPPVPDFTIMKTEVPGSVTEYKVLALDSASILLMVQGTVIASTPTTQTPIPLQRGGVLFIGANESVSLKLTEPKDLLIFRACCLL
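Material: human phosphomannose isomerase with PGI, G6PDH, diaphorase coupling enzymes / Reagent: Man-6-P substrate 1.0 mM / Dosing: single compound dose of 20 µM, 1% DMSO final / Incubation: enzyme reaction with compound 20 min at room temperature / Signal: resorufin fluorescence (Ex 544/Em 590 nm) from resazurin via diaphorase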
TNAP inh noacc: blocks human TNAP activity with no phosphate acceptor present. P05186. purified TNAP, CDP-star luminescence, 30 min. inhibition, % at 20 µM. 0.26% of 200,000 active. AID 1012;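 active = tissue-nonspecific alkaline phosphatase inhibition above about 50% at 20 µM in the single-dose screen, limit read from the data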;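 note: 0% = DMSO negative control and 100% = EDTA positive control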
NF-kB expr up: raises NF-kB expression in human neuronal cells | 1.6% of 190,000 active | NF-kB reporter expression; stronger effect = higher value | fold change at 12.5 µM | AID 1239; in the data active = fold change above about 3.3
PMI activator: increases human mannose-6-phosphate isomerase activity; P34949; purified human PMI, coupled resazurin fluorescence, 20 min; stronger effect = higher value; 1 = vehicle control, 0 substrate-free wells; activation factor at 20 µM; 0.005% of 190,000 active;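 active = activation factor of 2 or more at 20 µM, relative to plate controls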
APP 5'UTR act: activates APP 5'UTR luciferase reporter | SH-SY5Y APP 5'UTR luciferase reporter, luminescence; zero percent = DMSO vehicle wells | activation, % at 2 µM | 1% of 190,000 active;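 active = activation above a set limit, based on mean plus 3 SD of controls, cut at about 140% in these data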; note: values of inactives mirror those of a sister screen read the other way
* hit, by the source's call.

`COc1ccc(C2CC(C(F)(F)F)n3ncc(C(=O)O)c3N2)cc1OC` (stereo not drawn) gave FLuc inhib CS -2, TNAP act hiacc 1, TNAP inh hiacc -4, bIAP act 0.9, FLuc stim CS 1, PMI act satM6P 1, TNAP inh noacc -8, NF-kB expr up 0.88, PMI activator 1 and APP 5'UTR act 11.
CC(C)CC1CC(=O)OC1(C)C(=O)CSc1nc2ccccc2s1 (stereo not drawn) was read as FLuc inhib CS -6, TNAP act hiacc 1, TNAP inh hiacc -1, bIAP act 0.9, FLuc stim CS 1.1, PMI act satM6P 1.1, TNAP inh noacc -8, NF-kB expr up 1.2, PMI activator 1 and APP 5'UTR act -7.
`O=C(CCN1C(=O)C2C3C=CC(C3)C2C1=O)Nc1ccc2ncccc2c1` (stereo not drawn) gave FLuc inhib CS 2, TNAP act hiacc 1, TNAP inh hiacc -1, bIAP act 1, FLuc stim CS 1, PMI act satM6P 1, TNAP inh noacc 4, NF-kB expr up 1.3, PMI activator 1 and APP 5'UTR act -15.
Screening Cc1ccc(-c2nc3ncccc3o2)cc1NC(=O)c1sc2ccccc2c1Cl returned FLuc inhib CS -7, TNAP act hiacc 1, TNAP inh hiacc -2, bIAP act 0.8, FLuc stim CS 1.1, PMI act satM6P 1.1, TNAP inh noacc -14, NF-kB expr up 1.1, PMI activator 1 and APP 5'UTR act 17.
`CN(C)C(=O)c1ccc(-n2cccn2)nc1` gave FLuc inhib CS -3, TNAP act hiacc 1, TNAP inh hiacc -5, bIAP act 1.1, FLuc stim CS 1, PMI act satM6P 1, TNAP inh noacc -8, NF-kB expr up 1.2, PMI activator 1.1 and APP 5'UTR act -11.
`O=C(NCc1ccccc1)C1=C[C@@H](c2coc3ccccc3c2=O)C[C@@H](OCCCCO)O1` gave FLuc inhib CS 2, TNAP act hiacc 1, TNAP inh hiacc -1, bIAP act 1.2, FLuc stim CS 1, PMI act satM6P 0.9, TNAP inh noacc 2, NF-kB expr up 1.4, PMI activator 1 and APP 5'UTR act 7.
For CN1CC(=O)N(CC(=O)N2N=C(c3ccc(Cl)cc3)CC2c2ccco2)C1=O (stereo not drawn) the results were FLuc inhib CS -2, TNAP act hiacc 1.1, TNAP inh hiacc -6, bIAP act 1.2, FLuc stim CS 1, PMI act satM6P 1.2, TNAP inh noacc -3, NF-kB expr up 0.62, PMI activator 1.3 and APP 5'UTR act 4.
CCOCC(=O)Nc1cc(C(=O)NCCC(C)C)ccc1Cl was read as FLuc inhib CS 0, TNAP act hiacc 1, TNAP inh hiacc -2, bIAP act 1.1, FLuc stim CS 1, PMI act satM6P 1, TNAP inh noacc 0, NF-kB expr up 1.1, PMI activator 0.9 and APP 5'UTR act 19.
`CCOC(=O)N1CCC(NC(=O)C2CCN(C(=O)N3CC(C)Oc4ccccc43)CC2)CC1` (stereo not drawn) gave FLuc inhib CS -2, TNAP act hiacc 1.1, TNAP inh hiacc -6, bIAP act 1.1, FLuc stim CS 1, PMI act satM6P 1.1, TNAP inh noacc -12, NF-kB expr up 1.1, PMI activator 1 and APP 5'UTR act -5.
For COCCNC(=O)c1ccc(CS(=O)(=O)c2c(Cl)cccc2Cl)o1 the results were FLuc inhib CS -8, TNAP act hiacc 1, TNAP inh hiacc -4, bIAP act 0.9, FLuc stim CS 1.1, PMI act satM6P 1.2, TNAP inh noacc -14, NF-kB expr up 1.2, PMI activator 1.2 and APP 5'UTR act 3.
`COc1cccc(/C=c2/s/c(=C(\C#N)C(=O)N3CCOCC3)n(-c3ccccc3)c2=O)c1` gave FLuc inhib CS 1, TNAP act hiacc 1, TNAP inh hiacc 3, bIAP act 0.9, FLuc stim CS 1, PMI act satM6P 0.8, TNAP inh noacc -4, NF-kB expr up 1.4, PMI activator 0.8 and APP 5'UTR act -2.
For Nc1cc(=O)[nH]c(SCC(=O)N2CCCc3ccccc32)n1 the results were FLuc inhib CS -6, TNAP act hiacc 1, TNAP inh hiacc 0, bIAP act 1, FLuc stim CS 1.1, PMI act satM6P 1, TNAP inh noacc -4, NF-kB expr up 0.95, PMI activator 0.9 and APP 5'UTR act -12.
For CCN(CC)CCn1c(NCc2ccc(OC)cc2)nc2ccccc21 the results were FLuc inhib CS -8, TNAP act hiacc 1, TNAP inh hiacc 1, bIAP act 0.9, FLuc stim CS 1.1, PMI act satM6P 0.9, TNAP inh noacc -8, NF-kB expr up 1, PMI activator 1 and APP 5'UTR act 8.
`Cc1[nH]c(=O)[nH]c1C(=O)CCCCC(=O)O` gave FLuc inhib CS -4, TNAP act hiacc 1, TNAP inh hiacc -1, bIAP act 1.1, FLuc stim CS 1, PMI act satM6P 1.1, TNAP inh noacc -9, NF-kB expr up 1.4, PMI activator 1 and APP 5'UTR act 7.
For CN(C)/C=C1\C(=O)NN=C1c1ccccc1 the results were FLuc inhib CS -4, TNAP act hiacc 1, TNAP inh hiacc -2, bIAP act 1, FLuc stim CS 1, PMI act satM6P 0.8, TNAP inh noacc -6, NF-kB expr up 1.5, PMI activator 0.9 and APP 5'UTR act -8.
For Cc1ccccc1N1C(=O)CSC1=C(C#N)C#N the results were FLuc inhib CS 0, TNAP act hiacc 1, TNAP inh hiacc -3, bIAP act 1, FLuc stim CS 1, PMI act satM6P 1, TNAP inh noacc -11, NF-kB expr up 1.4, PMI activator 1.2 and APP 5'UTR act 11.
COc1ccc(-c2cc(OC)c3ccccc3n2)cc1 was read as FLuc inhib CS 3, TNAP act hiacc 1, TNAP inh hiacc -1, bIAP act 0.9, FLuc stim CS 1, PMI act satM6P 0.9, TNAP inh noacc -4, NF-kB expr up 1.1, PMI activator 0.9 and APP 5'UTR act 11.
`CN(C)S(=O)(=O)c1ccc(S(=O)(=O)N2CCCC2)cc1` gave FLuc inhib CS 0, TNAP act hiacc 1, TNAP inh hiacc -1, bIAP act 0.9, FLuc stim CS 1, PMI act satM6P 1.1, TNAP inh noacc -11, NF-kB expr up 1.2 and PMI activator 1.
`CCCCC(=O)Nc1nnnn1CCC` gave FLuc inhib CS -9, TNAP act hiacc 1.1, TNAP inh hiacc -8, bIAP act 0.3, FLuc stim CS 1.1, PMI act satM6P 1, TNAP inh noacc -12, NF-kB expr up 1.1, PMI activator 1 and APP 5'UTR act 16.
For Cc1cccc2cc(CN(Cc3ccco3)C(=O)c3cccs3)c(=O)[nH]c12 the results were FLuc inhib CS -1, TNAP act hiacc 1.1, TNAP inh hiacc -6, bIAP act 1.1, FLuc stim CS 1, PMI act satM6P 1, TNAP inh noacc -8, NF-kB expr up 0.99, PMI activator 0.9 and APP 5'UTR act -14.

The closing three records of the section before open the next one:
`CN(C)S(=O)(=O)c1ccc(S(=O)(=O)N2CCCC2)cc1` gave FLuc inhib CS 0, TNAP act hiacc 1, TNAP inh hiacc -1, bIAP act 0.9, FLuc stim CS 1, PMI act satM6P 1.1, TNAP inh noacc -11, NF-kB expr up 1.2 and PMI activator 1.
`CCCCC(=O)Nc1nnnn1CCC` gave FLuc inhib CS -9, TNAP act hiacc 1.1, TNAP inh hiacc -8, bIAP act 0.3, FLuc stim CS 1.1, PMI act satM6P 1, TNAP inh noacc -12, NF-kB expr up 1.1, PMI activator 1 and APP 5'UTR act 16.
For Cc1cccc2cc(CN(Cc3ccco3)C(=O)c3cccs3)c(=O)[nH]c12 the results were FLuc inhib CS -1, TNAP act hiacc 1.1, TNAP inh hiacc -6, bIAP act 1.1, FLuc stim CS 1, PMI act satM6P 1, TNAP inh noacc -8, NF-kB expr up 0.99, PMI activator 0.9 and APP 5'UTR act -14.
O=C(c1cnn2c(C(F)(F)F)cc(-c3ccc(Br)cc3)nc12)N1CCOCC1 was read as FLuc inhib CS -4, TNAP act hiacc 1.1, TNAP inh hiacc -6, bIAP act 1, FLuc stim CS 1, PMI act satM6P 1, TNAP inh noacc -17, NF-kB expr up 1.6, PMI activator 1 and APP 5'UTR act -3.
For COCCn1c(C)cc(C(=O)CN2CCCCC2)c1C the results were FLuc inhib CS -3, TNAP act hiacc 1, TNAP inh hiacc -2, bIAP act 0.9, FLuc stim CS 1, PMI act satM6P 0.9, TNAP inh noacc -15, NF-kB expr up 1.1, PMI activator 1 and APP 5'UTR act 13.
O=C1CSC(c2cccc([N+](=O)[O-])c2)N1c1ccccc1F (stereo not drawn) was read as FLuc inhib CS -7, TNAP act hiacc 1, TNAP inh hiacc -1, bIAP act 1, FLuc stim CS 1.1, PMI act satM6P 0.9, TNAP inh noacc -8, PMI activator 1 and APP 5'UTR act 2.
For CC(=O)c1c(C)oc2ccc(NS(=O)(=O)c3cccs3)cc12 the results were FLuc inhib CS -2, TNAP act hiacc 1.1, TNAP inh hiacc -8, bIAP act 1, FLuc stim CS 1, PMI act satM6P 0.9, TNAP inh noacc -11, NF-kB expr up 0.96, PMI activator 0.9 and APP 5'UTR act -10.
c1ccc2c(C3=NNC(=NC4CCCCC4)SC3)c[nH]c2c1 was read as FLuc inhib CS -2, TNAP act hiacc 1, TNAP inh hiacc 3, bIAP act 0.9, FLuc stim CS 1, PMI act satM6P 0.9, TNAP inh noacc -8, NF-kB expr up 1.4, PMI activator 0.8 and APP 5'UTR act 15.
`COc1ccccc1CNC(=O)[C@@H]1CCCN1S(=O)(=O)c1ccc(C)cc1` gave FLuc inhib CS -2, TNAP act hiacc 1, TNAP inh hiacc 1, bIAP act 0.9, FLuc stim CS 1, PMI act satM6P 1, TNAP inh noacc -7, NF-kB expr up 1.1, PMI activator 1 and APP 5'UTR act -12.
`CCCc1nnc(NC(=O)c2ccncc2)s1` gave FLuc inhib CS 0, TNAP act hiacc 1, TNAP inh hiacc 1, bIAP act 1, FLuc stim CS 1, PMI act satM6P 1, TNAP inh noacc -3, NF-kB expr up 1.2, PMI activator 1.1 and APP 5'UTR act 4.
COc1ccc(C(CC(=O)Nc2cc([N+](=O)[O-])ccc2OC)c2ccccc2)cc1 (stereo not drawn) was read as FLuc inhib CS -2, TNAP act hiacc 1, TNAP inh hiacc 3, bIAP act 0.9, FLuc stim CS 1, PMI act satM6P 0.5, TNAP inh noacc -4, NF-kB expr up 0.64, PMI activator 0.9 and APP 5'UTR act 2.
`COc1ccc(/C=C(\C#N)C(=O)Nc2cc(S(=O)(=O)N3CCCCC3)ccc2N2CCCCC2)cc1` gave FLuc inhib CS -4, TNAP act hiacc 1.1, TNAP inh hiacc -6, bIAP act 1.1, FLuc stim CS 1, PMI act satM6P 1.1, TNAP inh noacc -4, NF-kB expr up 1.1, PMI activator 1 and APP 5'UTR act 11.
Screening CCOC(=O)c1c(C)c(C(=O)NCc2ccc3c(c2)OCO3)c(C)n1C returned FLuc inhib CS -2, TNAP act hiacc 1, TNAP inh hiacc -4, bIAP act 0.9, FLuc stim CS 1, PMI act satM6P 1, TNAP inh noacc -13, NF-kB expr up 0.96, PMI activator 0.9 and APP 5'UTR act 12.
Cc1ccc(S(=O)(=O)c2c(N)n(/N=C/c3ccco3)c3nc4ccccc4nc23)cc1C was read as FLuc inhib CS 3, TNAP act hiacc 0.9, TNAP inh hiacc 8, bIAP act 1, FLuc stim CS 1, PMI act satM6P 0.8, TNAP inh noacc -5, NF-kB expr up 0.98, PMI activator 1 and APP 5'UTR act -1.

Bioassay records as filed in PubChem.
